Casp6 inh = inhibitors of human caspase-6 | purified caspase-6, Z-VEID-R110 cleavage fluorescence | actives 0.53% (n = 350,000) | P55212 | inhibition, % at 12.5 µM;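 active means mean inhibition across replicates at least about 35%, with every replicate also reaching that limit, limit read from the data; inconclusive means only one of the two criteria met; inactive means neither criterion met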;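 further: 0% = median of neutral control wells and 100% = no fluorescence left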
ERp5 block = ERp5 (human) disulfide isomerase inhibition. Q15084. inhibition, % at 9.99 µM. actives 0.05% (n = 350,000). AID 651711. ERp5 insulin aggregation, absorbance 650 nm, 90 min;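 active means mean replicate inhibition above about 25%, with every replicate also reaching it, limit read from the data, passing the limit was not always enough; inconclusive means only one of those two criteria met; inactive means neither criterion met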
miR-122 sensor = miR-122 inhibition in Huh7 cells | Huh7 miR-122 Renilla luciferase sensor, 48 h; neutral wells = 0, positive control = 100 | activation (reporter increase), % at 12.5 µM | actives 0.3% (n = 340,000) | AID 602342;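 active means mean replicate activation score at least 90 and every replicate individually at or above 90; inconclusive means only one of the two criteria met; inactive means neither criterion met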;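 further: higher luciferase means less miR-122 activity so hits act as miR-122 inhibitors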
CFTR F508del cor = CFTR F508del correction in bronchial cells. CFBE cells, YFP halide quenching; stimulated with forskolin plus potentiator P3; % fluorescence drop versus neutral controls. activity (quench increase), % at 7.58 µM. AID 720511. actives 0.36% (n = 350,000);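 active means mean added fluorescence quench of at least 8% versus neutral control, with both replicates also reaching 8%; inconclusive means only one of the mean or replicate conditions met; inactive means mean below 8% and not both replicates reaching 8%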;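 further: cells transiently co-express mutant CFTR-F508del with the halide-sensitive YFP; corrector assay measuring rescue of mutant channel to the surface after 24 h compound exposure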
SIRT5 inh = sirtuin-5 (human) deacylase inhibition; Q9NXA8; Purified SirT5, succinyl-peptide AMC, trypsin-coupled fluorescence; inhibition, % at 15 µM; actives 1.1% (n = 330,000); in the data active means inhibition above about 15%; inconclusive means no clear call, values can overlap the other calls
ERAP1 HTS inh = inhibitors of human ERAP1 aminopeptidase | recombinant ERAP1, Leu-AMC fluorescence, 60 min | inhibition, % at 10.7 µM | Q9NZ08 | actives 0.15% (n = 340,000);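 active means mean replicate inhibition of at least 30%, or all replicates individually reaching that 30% level; inactive means mean below 30% and not every replicate reaching it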;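 further: 0% = neutral control wells and 100% = L-leucinethiol positive control wells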
Target sequence (Q9NZ08 whole entry, looked up): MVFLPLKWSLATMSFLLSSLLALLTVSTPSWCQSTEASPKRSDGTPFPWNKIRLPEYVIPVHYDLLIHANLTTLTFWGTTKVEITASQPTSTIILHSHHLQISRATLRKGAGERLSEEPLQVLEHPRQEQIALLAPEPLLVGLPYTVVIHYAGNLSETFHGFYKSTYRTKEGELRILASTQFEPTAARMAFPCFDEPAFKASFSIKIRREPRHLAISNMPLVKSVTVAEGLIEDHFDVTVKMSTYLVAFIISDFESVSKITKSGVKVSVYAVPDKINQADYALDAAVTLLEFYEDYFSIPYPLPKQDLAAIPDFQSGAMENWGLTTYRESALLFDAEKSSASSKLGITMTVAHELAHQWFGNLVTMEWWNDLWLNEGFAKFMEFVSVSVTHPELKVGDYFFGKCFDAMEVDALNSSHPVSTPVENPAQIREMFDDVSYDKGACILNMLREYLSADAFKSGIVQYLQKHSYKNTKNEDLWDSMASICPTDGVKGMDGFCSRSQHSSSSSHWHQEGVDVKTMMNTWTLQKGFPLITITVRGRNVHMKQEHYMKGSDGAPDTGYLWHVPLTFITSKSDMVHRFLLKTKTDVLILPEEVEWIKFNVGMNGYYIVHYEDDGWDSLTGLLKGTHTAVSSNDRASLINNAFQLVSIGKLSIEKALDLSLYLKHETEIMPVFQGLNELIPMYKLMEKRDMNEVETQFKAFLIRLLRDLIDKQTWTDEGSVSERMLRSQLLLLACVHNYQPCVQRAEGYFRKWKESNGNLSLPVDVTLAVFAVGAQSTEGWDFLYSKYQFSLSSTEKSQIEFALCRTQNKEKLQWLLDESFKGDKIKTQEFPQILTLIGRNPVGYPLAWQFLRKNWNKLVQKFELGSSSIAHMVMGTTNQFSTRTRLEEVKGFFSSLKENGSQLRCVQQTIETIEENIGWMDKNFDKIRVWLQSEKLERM
DENV2 CPE rescue = inhibitors of DENV2 cytopathic effect; DENV2-infected cells, cytopathic effect rescue, plate reader; CPE inhibition, % at 9.99 µM; actives 1.7% (n = 350,000); in the data active means CPE inhibition above about 20%, passing the limit was not always enough; inconclusive means no clear call, values can overlap the other calls; tested in BHK-21 cells;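 further: 0% = median of neutral control wells and 100% = median of positive control wells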
* marks the source's active call; other numbers are inactive results; ? = inconclusive; . = no result given; & = joins results of further samples; [ ] = another dose, or the depositor's remark.

structure	Casp6 inh	ERp5 block	miR-122 sensor	CFTR F508del cor	SIRT5 inh	ERAP1 HTS inh	DENV2 CPE rescue
COc1ccc(CNC(=O)c2ccc(N3CCCC3=O)cc2)cc1	-5	1	1	-1.4	0	1	5
O=C(C1=C(O)C(=O)N(c2nccs2)C1c1ccccc1)c1cc2ccccc2o1 (stereo not given)	1	1	-4	6.5	5	.	4
CC(C)CNC(=O)CN(c1ccccc1)S(=O)(=O)c1ccccc1[N+](=O)[O-]	.	3	.	-3.7	-2	2	1
O=C(C[C@@H]1CC[C@@H]2[C@H](COC[C@@H](O)CN2C(=O)c2ccccc2F)O1)NCc1ccc(Cl)cc1	-3	-1	1[16.7 µM]	-2.5	12	0	3
O=C(Nc1cccc(S(=O)(=O)N2CCOCC2)c1)C1=NN(c2ccccc2)C(=O)CC1	-6	2	6	-0.5	-2	1	7
Cc1csc(=NC(=O)c2ccccc2)n1Cc1ccco1	4	-2	-4	-1.3	0	2	7
CCn1cc(C(=O)N[C@H](C(=O)NCCN2CCOCC2)C(C)C)c(=O)c2cc3c(cc21)OCO3	-3	-4	2	0.3	-4	-4	3
CCCOc1ccccc1N1C(=O)CC(N(O)c2ccccc2)C1=O (stereo not given)	-2	2	.	0.9	-2	-2	6

Overlap with the part before: two compounds; new compounds follow.
structure	Casp6 inh	ERp5 block	miR-122 sensor	CFTR F508del cor	SIRT5 inh	ERAP1 HTS inh	DENV2 CPE rescue
CCn1cc(C(=O)N[C@H](C(=O)NCCN2CCOCC2)C(C)C)c(=O)c2cc3c(cc21)OCO3	-3	-4	2	0.3	-4	-4	3
CCCOc1ccccc1N1C(=O)CC(N(O)c2ccccc2)C1=O (stereo not given)	-2	2	.	0.9	-2	-2	6
CCOc1cc(NC(=S)NCCCN2CCOCC2)c(OCC)cc1NC(=O)c1cccc(C)c1	-4	1	.	2.9	-3	0	-8
O=C(CCc1ccncc1)NC1CCCc2c1cnn2-c1ccc(F)cc1F (stereo not given)	-4	1	-12	5.5	-4	2	7
CCC(C)(C)C1CCC2(CC1)NC(=O)N(CC(=O)NCCCc1ccccc1)C2=O (stereo not given)	-4	6	-9	2.0	-7	2	0
COCC(=O)Nc1ccc2c(c1)OC[C@@H](C)N(Cc1ccccc1)C[C@H](C)[C@@H](OC)CN(C)C2=O	-2	-5	-6[16.7 µM]	-0.6	3	-3	-12
COc1cc2c(c3oc(=O)cc(CC(=O)O)c13)CCC(C)(C)O2	7	5	-19	-0.4	-9	2	3
Cc1[nH]n(-c2ccccc2)c(=O)c1/C=C1/C=c2ccccc2=N1	.	3	.	3.6	-2	-3	-9
O=C(CSc1nnc(NC(=O)c2ccco2)s1)Nc1ccccc1	-3	3	.	1.9	-3	4	-2
CCCNC(=O)N(C)C[C@H]1Oc2cc(Br)ccc2S(=O)(=O)N([C@@H](C)CO)C[C@@H]1C	8&-1&0	-2&-6&0	2	0.5&-1.7&-0.7	0&4&2	-2&-3&1	?
CCCSc1nc2c(cnn2-c2ccc(C)cc2)c(=O)[nH]1	1	-1	0	-2.8	1	-1	0
C[C@H](CS)C(=O)N1CCC[C@H]1C(=O)O	3	3	-4	4.5	1	-3	7
CC1(C)Cc2c(sc(NC(=O)C(=O)N3CCN(CCO)CC3)c2C(N)=O)CO1	-1	-4	-1	-3.2	0	1	0
CO[C@H]1O[C@H](CO)[C@@H](OC(=O)Nc2ccccc2)[C@H](OC(=O)Nc2ccccc2)[C@H]1OC(=O)Nc1ccccc1	-1	-1	.	-2.8	5	0	-10
C[C@@H]1CCCCO[C@@H](CN(C)Cc2ccc(C(F)(F)F)cc2)[C@@H](C)CN([C@H](C)CO)C(=O)c2cc(NC(=O)Cc3ccccc3)ccc2O1	.	.	12[16.7 µM]	6.1	.	.	?
Cn1c(=O)c2c(nc(CN3CCOCC3)n2CCN2CCOCC2)n(C)c1=O	2	-1	0	-0.7	0	-2	-2
CCC1(C)CN=C(c2ccccc2)NC1 (stereo not given)	2	-1	0	2.4	0	0	-3
CC(C)(C)c1nc(NC(=O)Nc2ccccc2)sc1Br	2	3	.	1.2	-2	0	-10
COc1ccc2c3c([nH]c2c1)[C@H](CO)N(C(C)=O)CC31CCN(C(=O)Nc2ccc(F)cc2)CC1	.	10	.	-0.1	.	2	-3
C[C@@H]1CN([C@@H](C)CO)C(=O)c2cc(NC(=O)CCN3CCOCC3)ccc2O[C@@H]1CN(C)C(=O)NC1CCCCC1	1	1	-3[16.7 µM]	-1.4	-4	0	-9
Cc1cc(C(=O)Nc2cccc3c2O[C@H](CN(C)C(=O)Nc2ccc(C(F)(F)F)cc2)[C@@H](C)CN([C@@H](C)CO)C3=O)n(C)n1	-2	-2	0[16.7 µM]	-1.6	2	7	-3
COCCCNC(=O)[C@]1(Cc2ccccc2CN=[N+]=[N-])N=C(c2ccc(OCCCO)cc2)O[C@@H]1c1ccccc1	0	0	.	-0.5	7	-1	16
COc1ccccc1NC(=O)c1ccccc1NS(=O)(=O)c1cccs1	2	3	4	-0.2	-1	3	-1
CN1C(=O)c2cc(NC(=O)c3cccs3)ccc2OC[C@H]2O[C@@H](CC(=O)NCC(F)(F)F)CC[C@H]21	0	6	-17[16.7 µM]	-0.2	-5	1	14
O=C(NC(NC(=S)Nc1c(Cl)cc(Cl)cc1Cl)C(Cl)(Cl)Cl)OCc1ccccc1 (stereo not given)	-4	3	0	-2.9	0	-1	-10
CC1CCC(NC(=O)c2cc(Cl)nc3ccccc23)CC1 (stereo not given)	0	-11	3	0.2	-5	-2	7
O=C(c1ccc(S(=O)(=O)Nc2ccccc2F)cc1)N1CCN(c2ccccc2O)CC1	4	-5	.	-0.9	0	-1	1
CN(C)C(=O)[C@H]1[C@H](CO)[C@H]2Cn3c(ccc(C4=CCCC4)c3=O)[C@@H]1N2CC1CC1	0	-10	-3[16.7 µM]	-2.2	-16	0	6
COc1ccc(CN2C[C@@H](O)COC[C@@H]3O[C@@H](CC(=O)NCCN4CCCC4)CC[C@H]32)cc1	-1	4	1[16.7 µM]	1.2	1	-1	?
COc1cccc(CNC(=O)C[C@H]2CC[C@H]3[C@@H](COc4ccc(NC(C)=O)cc4C(=O)N3C)O2)c1	2	-4	.	2.4	1	-1	28*
Cc1ccccc1OCCSc1nc(N(C)C)nc(N(C)C)n1	2	2	.	-2.8	0	2	-2
C[C@@H]1CCCCO[C@H](CN(C)S(=O)(=O)c2ccc(F)cc2)[C@@H](C)CN([C@@H](C)CO)C(=O)c2cc(NC(=O)c3ccccc3)ccc2O1	1	-2	-1[16.7 µM]	-6.1	13	0	2
CC(C)C(=O)N1CCCC1(C)C(=O)Nc1cccc(Oc2ccccc2)c1 (stereo not given)	2	-1	-4	0.2	3	2	8
COc1ccc(S(=O)(=O)Nc2ccc3c(c2)CC(=O)N([C@H](C)CO)C[C@@H](C)[C@H](CN(C)S(=O)(=O)c2ccc(C)cc2)O3)cc1	.	-14	-2[16.7 µM]	-1.6	-1	2	-1
CCN1CCN(c2ccc(N3CCN(S(=O)(=O)c4ccc(C)c([N+](=O)[O-])c4)CC3)nn2)CC1	-7	-2	.	-5.1	1	4	-1
CO[C@H]1CN(C)C(=O)c2cc(NC(C)=O)ccc2OC[C@@H](C)N(C(=O)CC2CC2)C[C@@H]1C	-4	-2	-4[16.7 µM]	-0.3	1	0	-5
Cn1c(=O)c([N+](=O)[O-])c(N2CCSCC2)c2ccccc21	0	1	-2	2.7	-1	4	-5
C[C@H]1CN([C@@H](C)CO)C(=O)c2cccc(NS(=O)(=O)c3ccc(Cl)cc3)c2O[C@H]1CN(C)Cc1ccc(Cl)c(Cl)c1	.	-6	10[16.7 µM]	-1.7	2	-1	-2
O=C(NCCCn1ccnc1)c1ccc(S(=O)(=O)N2CCOCC2)cc1	-1	4	-2	0.3	-4	0	-1
COc1cc2c(cc1OC)CN(c1ccc([N+](=O)[O-])cc1C#N)CC2	-6	0	.	0.9	0	0	2
CC(=O)Nc1ccc(S(=O)(=O)NC2C3(C)CCC(C3)C2(C)C)cc1 (stereo not given)	-2	3	1	-2.7	0	-2	2
COc1ccc(NC(=O)C2CCN(S(=O)(=O)c3ccc(OC)c(OC)c3)CC2)cc1	3	4	-4	-3.6	2	3	0
C=CCOc1c(Br)cc(CNc2ccc3[nH]c(=O)[nH]c3c2)cc1OCC	4	0	.	-2.1	0	-2	12
CCOC(=O)CCC(NC(=O)c1ccc(Nc2nc3ccccc3nc2C(=O)OCC)cc1)C(=O)OCC (stereo not given)	-3	1	0	0.6	.	2	?
C[C@@H]1CN([C@@H](C)CO)C(=O)Cc2cc(NC(=O)CCCN(C)C)ccc2O[C@@H]1CN(C)Cc1ccc(-c2ccccc2)cc1	1	3	.	-4.2	-1	-2	?
CC1(C(=O)NS(=O)(=O)c2ccc(F)cc2F)CCN1C(=O)Cc1ccc(-c2ccccc2)cc1 (stereo not given)	6	3	-4	-0.4	0	6	8
O=C(Nc1ncc(C(F)(F)F)cc1Cl)c1ccc(S(=O)(=O)N2CCOCC2)cc1	5	1	-1	0.3	-2	-2	0
O=C(C[C@@H]1C/C=C\CCC(=O)O[C@H](c2ccccc2)CNC1=O)N[C@H](CO)Cc1ccccc1	-2	1	-1	1.1	-4	0	-13
C[N+](C)(CC#Cc1ccccc1)CC(=O)c1ccc(Cl)cc1	-1	-3	.	-0.7	.	1	-8
COC(=O)c1cc(OC)c(OC)cc1NC(=O)c1cccc(OC)c1OC	2	-5	1	-3.8	-3	-3	8
CCOC(=O)CCC(=O)O[C@H]1[C@H](O[C@@H]2[C@@H](C)[C@H](O[C@H]3C[C@@](C)(OC)[C@@H](O)[C@H](C)O3)[C@@H](C)C(=O)O[C@H](CC)[C@@](C)(O)[C@H](O)[C@@H](C)C(=O)[C@H](C)C[C@@]2(C)O)O[C@H](C)C[C@@H]1N(C)C	.	-1	-7	0.3	1	-4	-2
CN(C)S(=O)(=O)c1ccc(N2CCCC2)c(C(=O)NNC(=O)c2ccc(Br)cc2)c1	2	-5	-2	1.6	-1	1	-1
COc1ccc(NC(=O)Nc2ccc3c(c2)C(=O)N([C@H](C)CO)C[C@H](C)[C@@H](CN(C)S(=O)(=O)c2cn(C)cn2)O3)cc1	-3	4	1[16.7 µM]	-0.5	0	0	-7
Nn1c(SCc2ccc(F)cc2)nnc1-c1ccccn1	-6	-5	2	-0.3	-3	.	4
O=C(Nc1nc2ccccc2s1)c1ccccc1	0	-4	-6	-1.3	-2	-3	-4
COc1cccc(N2CCN(c3ccc4nnc(CCC(=O)Nc5cccc(C(C)=O)c5)n4n3)CC2)c1	0	4	2	-1.0	-2	0	-8

Screening results: PubChem, Broad Institute
